Bioassay records (PubChem BioAssay)
GSK3 alpha inh = human GSK-3 alpha kinase inhibition | ADP-Glo luminescence, 60 min | actives 0.1% (n = 320,000) | P49840 | inhibition, % at 10 µM;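 in the data active means inhibition above about 50%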;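 further: GST-tagged GSK-3 alpha with peptide substrate and 25 µM ATP; 0% = DMSO neutral wells and 100% = GW8510 positive control wells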
Target sequence (P49840 whole entry, looked up): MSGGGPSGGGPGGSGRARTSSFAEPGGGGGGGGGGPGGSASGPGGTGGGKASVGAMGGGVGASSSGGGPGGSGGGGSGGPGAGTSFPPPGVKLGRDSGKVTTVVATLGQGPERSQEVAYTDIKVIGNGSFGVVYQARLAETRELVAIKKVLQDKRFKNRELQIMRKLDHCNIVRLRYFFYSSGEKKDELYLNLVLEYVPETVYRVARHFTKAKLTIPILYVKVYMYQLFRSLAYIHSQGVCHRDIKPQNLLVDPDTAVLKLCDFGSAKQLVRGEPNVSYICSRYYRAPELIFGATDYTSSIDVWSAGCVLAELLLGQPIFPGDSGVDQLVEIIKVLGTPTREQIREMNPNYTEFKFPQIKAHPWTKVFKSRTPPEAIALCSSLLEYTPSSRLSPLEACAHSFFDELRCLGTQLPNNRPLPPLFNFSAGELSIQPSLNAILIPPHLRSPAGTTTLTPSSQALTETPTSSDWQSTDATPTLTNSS
An asterisk follows results filed as active. These rows are one share of the data, so the mix of outcomes need not match the whole.

SMILES	GSK3 alpha inh
COCCNc1nnc(SCC(=O)NNC(=O)c2ccco2)s1	-1
C=CCNC(=O)Cc1ccc(S(=O)(=O)N2CCOCC2)s1	-1
CC/C=C\C/C=C\C/C=C\CCCCCCCC(=O)O	1
O=C(CN1C(=O)c2ccccc2S1(=O)=O)Nc1ncc(Cl)cc1Cl	3
O=C(CSc1ccc(S(=O)(=O)N2CCOCC2)cn1)Nc1ccc(F)c(F)c1	15
CC1Cc2ccccc2N1C(=O)CN1CCN(S(=O)(=O)c2cccs2)CC1 (stereo not drawn)	0
CN(Cc1nc2ccccc2c(=O)[nH]1)C(=O)c1ccc(S(=O)(=O)N2CCCC2)cc1	-3
N#CCCN(C(=O)COC(=O)c1cc(=O)[nH]c2ccccc12)c1ccccc1	4
CC(C)(C)OC(=O)C[C@@H]1C/C=C\C[C@@H](CC(=O)N(CCO)Cc2ccccc2)C(=O)N[C@H](Cc2c[nH]c3ccccc23)COC1=O	-4
CC1CCN(C(=O)c2[nH]cnc2C(=O)NC2CCN(C(=O)OC(C)(C)C)CC2)CC1	2
O=C(Cc1cccc([N+](=O)[O-])c1)Nc1cccc(C(=O)N2CCCC2)c1	1
CC(C)(C)OC(=O)NCc1ccc(CNC(=O)c2nc[nH]c2C(=O)NCc2ccccc2)cc1	-3
Cc1ccc(S(=O)(=O)N2CCN(C(=O)CN3CCCSc4ccccc43)CC2)cc1	1
Cc1cc(C)nc(SCC(=O)NCC2COc3ccccc3O2)n1 (stereo not drawn)	-1
O=C(CNC(=O)c1ccc(Cl)cc1)NNc1c(F)c(F)cc(F)c1F	-1
COCCN(C(=O)C1CCCO1)c1c(N)n(CC(C)C)c(=O)[nH]c1=O (stereo not drawn)	5
CC(C)(C)OC(=O)C[C@H]1C/C=C\C[C@H](CC(=O)NCCO)C(=O)N[C@@H](c2ccccc2)COC1=O	2
CC1O[C@@H](OC2C(O)C(C)O[C@H](OC(=O)[C@]34CCC(C)(C)C[C@H]3C3=CCC5[C@@]6(C)CC(O)C(O[C@@H]7OC(CO)C(O)[C@@H](O)[C@@H]7O)[C@@](C)(C(=O)O)C6CC[C@@]5(C)[C@]3(CO)CC4)C2O[C@H]2OC(C)[C@@H](O[C@@H]3OCC(O[C@@H]4OC(CO)C(O)[C@H](O)C4O)[C@@H](O)[C@@H]3O)[C@H](O)C2O)C(O)C(O)C1O (stereo partly drawn)	-3
O=C(O)c1ccccc1C(=O)OCCc1cc2ccccc2c(=O)o1	-2
NC(=O)c1nn(CC(=O)Nc2cccc(S(=O)(=O)N3CCCC3)c2)c(=O)c2ccccc12	-6
CC1CCN(C(=O)COC(=O)/C=C/c2ccco2)CC1	2
Cc1cccc(CNc2ncnc3ccc(-c4ccoc4)cc23)c1	-3
Fc1cccc(CCN2CCN=C2Nc2ccccc2)c1	-2
CC(C)(C)OC(=O)N1CCN(C(=O)c2[nH]cnc2C(=O)Nc2ccon2)CC1	-3
CC1CCN(C(=O)COC(=O)c2cccs2)CC1	0
O=C(COC(=O)CCC(=O)c1cccs1)Nc1ccc(F)c(F)c1F	-2
CCN(CC)S(=O)(=O)c1ccc(N2CCCC2)c(NC(=O)c2nn(C)c(=O)c3ccccc23)c1	-4
Cc1ccc(C(=O)CN2C(=O)NC3(CCc4ccccc43)C2=O)s1 (stereo not drawn)	22
O=S(=O)(NC1=NCCC1)c1cccc(NC(=S)Nc2ccc(OC(F)F)cc2)c1	-3
CCN1C(=NCCOC)N[C@@H](c2cccc(C(F)(F)F)c2)C(C(=O)OC)=C1C	-1
CCCc1cc(=O)[nH]c(SCC(=O)N2CCc3ccccc3C2)n1	-1
O=C(Nc1cccc(S(=O)(=O)N2CCOCC2)c1)c1ccc(=O)[nH]c1	-1
O=C(COC(=O)c1n[nH]c(=O)c2ccccc12)Nc1ccccc1F	1
CCOc1ccc(CCNC(=O)COC(=O)c2ccncc2)cc1OCC	2
Nc1cc(C(Cl)=C(Cl)Cl)c(S(N)(=O)=O)cc1S(N)(=O)=O	-1
CC1CCCCC12NC(=O)N(CC(=O)OCC(=O)Nc1ccc(F)cc1[N+](=O)[O-])C2=O (stereo not drawn)	-5

An excerpt of these results, with the structure last:
GSK3 alpha inh | smiles
-3 | Cc1cccc(CNc2ncnc3ccc(-c4ccoc4)cc23)c1
-2 | Fc1cccc(CCN2CCN=C2Nc2ccccc2)c1
-3 | CC(C)(C)OC(=O)N1CCN(C(=O)c2[nH]cnc2C(=O)Nc2ccon2)CC1
0 | CC1CCN(C(=O)COC(=O)c2cccs2)CC1
-2 | O=C(COC(=O)CCC(=O)c1cccs1)Nc1ccc(F)c(F)c1F
-4 | CCN(CC)S(=O)(=O)c1ccc(N2CCCC2)c(NC(=O)c2nn(C)c(=O)c3ccccc23)c1
22 | Cc1ccc(C(=O)CN2C(=O)NC3(CCc4ccccc43)C2=O)s1 (stereo not drawn)
-3 | O=S(=O)(NC1=NCCC1)c1cccc(NC(=S)Nc2ccc(OC(F)F)cc2)c1
-1 | CCN1C(=NCCOC)N[C@@H](c2cccc(C(F)(F)F)c2)C(C(=O)OC)=C1C
-1 | CCCc1cc(=O)[nH]c(SCC(=O)N2CCc3ccccc3C2)n1
-1 | O=C(Nc1cccc(S(=O)(=O)N2CCOCC2)c1)c1ccc(=O)[nH]c1
1 | O=C(COC(=O)c1n[nH]c(=O)c2ccccc12)Nc1ccccc1F
2 | CCOc1ccc(CCNC(=O)COC(=O)c2ccncc2)cc1OCC
-1 | Nc1cc(C(Cl)=C(Cl)Cl)c(S(N)(=O)=O)cc1S(N)(=O)=O
-5 | CC1CCCCC12NC(=O)N(CC(=O)OCC(=O)Nc1ccc(F)cc1[N+](=O)[O-])C2=O (stereo not drawn)

The list goes on.
SMILES	GSK3 alpha inh
Cc1cc(C)c(C)c(S(=O)(=O)N2CCN(c3ncnc4ccccc34)CC2)c1C	-1
COc1cc(C(=O)Nc2ccc(C)cn2)ccc1OCC(=O)N1CCOCC1	-3
C[C@H](CO)N1C[C@H](C)[C@@H](CN(C)S(=O)(=O)c2cccs2)Oc2c(NS(=O)(=O)c3ccc(F)cc3)cccc2C1=O	-2
NC(=O)C1CCN(c2oc(-c3ccc(F)cc3)nc2S(=O)(=O)c2ccccc2)CC1	-1
Cc1ccccc1OCC(=O)Nc1nc(-c2ccncc2)cs1	-2
CCn1c(CCC(=O)O)nc2cc(S(=O)(=O)N3CCOCC3)ccc21	-4
CCN(c1ccccc1)S(=O)(=O)c1ccc(OC)c(NC(=O)C2CCC2)c1	-3
Cc1cc(C(=O)O[C@H]2[C@H](C)NS(=O)(=O)[C@H]3C[C@@H]4C=C[C@]23O4)cc([N+](=O)[O-])c1	-2
O=C(Nc1ccc(N2CCOCC2)cc1)c1cccc(S(=O)(=O)N2CCOCC2)c1	-1
Cc1ccc(-c2csc(N3CCC(C(N)=O)CC3)n2)cc1	-1
N#CN1CCC(NS(=O)(=O)c2ccc(C(F)(F)F)cc2)CC1	-1
COc1cc(OC)cc(C(=O)OCC(=O)c2ccc(S(=O)(=O)N3CCCCC3)cc2)c1	-4
CC(C)C[C@H](NC(=O)c1nc[nH]c1C(=O)NCCCCCN)C(=O)OCc1ccccc1	2
COc1ccc(-c2sc3cc(OC)c(OC)cc3c2C#CCCO)cc1	-2
NS(=O)(=O)c1cccc(NC(=O)COC(=O)CCC(=O)c2cccs2)c1	-2
COc1ccc(NS(=O)(=O)c2cccc(C(=O)NNC(=O)c3ccc(O)c(Cl)c3)c2)cc1	-2
CC1CCCC(NC(=O)COC(=O)/C=C/c2ccc([N+](=O)[O-])cc2)C1C (stereo not drawn)	-3
C[C@H]1O[C@H](O[C@H]2[C@H](O[C@@H]3CC[C@@]4(C)C(CC[C@]5(C)C4CC=C4[C@@H]6CC(C)(C)CC[C@]6(C(=O)O[C@@H]6O[C@H](CO)[C@@H](O)[C@H](O)[C@H]6O)CC[C@]45C)C3(C)C)O[C@H](C(=O)O)[C@@H](O)[C@@H]2O)[C@@H](O)[C@@H](O)[C@@H]1O (stereo partly drawn)	-1
COc1ccc(S(=O)(=O)Nc2cccc3c2O[C@H](CN(C)C(=O)Nc2ccc4c(c2)OCO4)[C@@H](C)CN([C@H](C)CO)C3=O)cc1	1
COc1cc(OC)cc(C(=O)Nc2ccc(N3CCOCC3)cc2N2CCOCC2)c1	3
CC(=O)N1CCN(c2ccc(NCc3ccc(-c4ccc(Br)cc4)o3)cc2)CC1	-1
COCCN(C(=O)CSc1nnc(-c2ccco2)n1C)c1c(N)n(CC(C)C)c(=O)[nH]c1=O	8
CC1(C)C[C@@H]1C(=O)N/C(=C\CCCCSC[C@H](N)C(=O)O)C(=O)O	-5
O=C(C[C@H]1C/C=C\CC[C@H](Cc2ccc(F)cc2)C(=O)OC[C@@H]2CCCN2C1=O)N[C@H](CO)Cc1ccccc1	-3
CN(Cc1ccccc1)C(=O)COC(=O)c1cc2ccccc2oc1=O	0
CCCNC(=O)C(Cc1ccccc1)NC(=O)c1ccc(C(F)(F)F)cc1 (stereo not drawn)	0
COc1cc(/C=C2\SC(=O)NC2=O)ccc1OCC(=O)N1CCOCC1	2
COc1cccc(CC(=O)OCc2csc(CC(=O)Nc3ccccc3C)n2)c1	-1
CN1CCN(c2oc(-c3ccccc3)nc2S(=O)(=O)c2ccccc2)CC1	1
O=C(COC(=O)C1CC(=O)N(Cc2ccco2)C1)Nc1ccc(F)cc1F (stereo not drawn)	0
C/C(=N\NC(=O)COc1cccc(Br)c1)c1ccc2c(c1)OCCO2	6
CCCCn1c(N)c(N(CCC(C)C)C(=O)c2cc(Cl)nc3ccccc23)c(=O)[nH]c1=O	1
O=C(Nc1ccccc1N1CCOCC1)c1ccc(F)c(S(=O)(=O)N2CCOCC2)c1	1
Cc1c(C(=O)NCC(c2ccco2)N2CCCC2)sc2ccccc12 (stereo not drawn)	-1
Cc1ccsc1C(=O)OCC(=O)N1CC(C)CC(C)C1 (stereo not drawn)	2
N#CCC(=O)Nc1ccc(C(=O)NNC(=O)c2ccccc2-n2cccc2)cc1	2

Sorted by length of the SMILES (ascending): some entries from above.
SMILES	GSK3 alpha inh
COc1cc(/C=C2\SC(=O)NC2=O)ccc1OCC(=O)N1CCOCC1	2
CCCNC(=O)C(Cc1ccccc1)NC(=O)c1ccc(C(F)(F)F)cc1 (stereo not drawn)	0
N#CCC(=O)Nc1ccc(C(=O)NNC(=O)c2ccccc2-n2cccc2)cc1	2

Next entries
SMILES	GSK3 alpha inh
CC1CCCN(C(=O)COC(=O)Cc2c[nH]c3ccccc23)C1 (stereo not drawn)	3
CCOC(=O)[C@@H]1[C@H]2COc3ccc(Br)cc3[C@H]2N2C(=O)N(c3ccc(C)cc3)C(=O)[C@@]12C	-1
CC1(C)NC(=O)N(CC(=O)N2CCN(c3cccc(Cl)c3)CC2)C1=O	0
COc1ccc(NC(=O)C2=CC=CN3CCS(=O)(=O)N=C23)c(OC)c1	-1
O=C(CSc1nc2ncc(Cl)cc2[nH]1)N1CCOCC1	2
CCc1noc(C)c1C(=O)OCC(=O)Nc1nc(-c2ccc(F)c(F)c2)cs1	10
NC(=O)c1ccc(C2SCC(=O)N2CCc2ccccc2)cc1 (stereo not drawn)	3
CCOc1ccc(S(=O)(=O)N2CCC(C(=O)OC(C)C(=O)NC3CCCCC3C)CC2)cc1 (stereo not drawn)	4
O=C(COC(=O)c1ccc([N+](=O)[O-])o1)NCCc1ccccc1	0
Cc1nnc(N=c2ssnc2Cl)o1	0
C[C@H](CO)N1C[C@H](C)[C@@H](CN(C)C(=O)Nc2ccc(C(F)(F)F)cc2)Oc2c(NC(=O)Nc3ccc4c(c3)OCO4)cccc2C1=O	-1
COc1ccc(C(=O)COC(=O)c2nc3nccc(C)n3n2)cc1F	-2
Cc1ccc(Nc2nnc(SCC(=O)NCC3CCCO3)s2)cc1 (stereo not drawn)	-2
Cc1ccc(S(=O)(=O)N2CCOCC2)cc1NC(=O)CN1C(=O)NC(C)(c2ccc(Cl)cc2Cl)C1=O (stereo not drawn)	-2
CCCCn1c(N)c(N(CC(C)C)C(=O)c2ccc(C)o2)c(=O)[nH]c1=O	1
CC(NC(=O)CN1C(=O)NC2(CCCCCC2)C1=O)c1ccccc1Cl (stereo not drawn)	-4
Cc1cccc(C(=O)O[C@H]2[C@H](Cc3ccccc3)NS(=O)(=O)[C@H]3CC4C=C[C@]23O4)c1	-2
CCN(Cc1nc2ccccc2c(=O)[nH]1)C(=O)CN1C(=O)NC2(CCCCC2C)C1=O (stereo not drawn)	-40
CC1Cc2ccccc2N1C(=O)COC(=O)c1cccc(Br)c1 (stereo not drawn)	-2
Cc1cc(=O)oc2cc(OCC(=O)OC(C)C(=O)Nc3ccc(S(N)(=O)=O)cc3)ccc12 (stereo not drawn)	-4
COc1ccc(OCCN2CCN(S(=O)(=O)c3ccccc3C(F)(F)F)CC2)cc1	1
COc1cccc(NC(=O)COC(=O)CC2CC3CCC2C3)c1 (stereo not drawn)	-1
CN(C)c1oc(-c2ccco2)nc1S(=O)(=O)c1ccc(Br)cc1	-2
CN(Cc1cccs1)C(=O)CN1C(=O)c2ccccc2S1(=O)=O	-3
Cc1cc(C(=O)Nc2ccccc2N2CCOCC2)no1	4
COC(=O)c1[nH]c2cc(OC)c(OC)cc2c1NC(=O)CN1C[C@H]2C[C@@H](C1)c1cccc(=O)n1C2	-1
Cc1ccc(S(=O)(=O)Nc2ccccc2N2CCCCC2)cc1	1
O=C(NCCN1CCOCC1)c1cccc(S(=O)(=O)Nc2ccc(Br)cc2)c1	-3
COc1cccc(NC(=O)C2CCC2)c1	1
CCCCN(C(=O)c1cc2c(s1)CCC2)c1c(N)n(CC(C)C)c(=O)[nH]c1=O	-1
CCOc1ncccc1C(=O)Nc1cccc(S(=O)(=O)NC2=NCCC2)c1	-4
CCN(C(=O)Cn1ccc(C(F)(F)F)n1)c1c(N)n(Cc2ccccc2)c(=O)[nH]c1=O	2
COc1ccccc1C(CNC(=O)c1ccc(S(=O)(=O)N2CCCCC2)cc1)N(C)C (stereo not drawn)	0
CCOC(=O)c1c(C)[nH]c(C(=O)OCC(=O)NCc2ccc(OC)c(OC)c2)c1C	-1
O=C(CCCN1C(=O)NC2(CCCC2)C1=O)Nc1ccc(F)cc1	6
Cc1c(NC(=O)CSc2ccc3ccccc3n2)c(=O)n(-c2ccccc2)n1C	-2
COc1ccc([N+](=O)[O-])cc1NS(=O)(=O)c1cc(C(=O)N2CCN(C)CC2)ccc1OC	0
CCS(=O)(=O)c1ccc(O)c(NC(=O)c2ccc(S(=O)(=O)N3CCCCCC3)cc2)c1	-2
Cc1cc(C)n2nc(SCC(=O)NC(=O)c3ccccc3Cl)nc2n1	2
